Screens deposited in PubChem BioAssay by The Scripps Research Institute Molecular Screening Center.
MITF inh – blocks human microphthalmia-associated transcription factor; 650,000 tested, 0.91% active; AID 1259374; inhibition, % at 2.6 µM; AlphaScreen MITF homodimerization, bead proximity signal; in the data active = inhibition above about 50%;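 note: 0% = vehicle wells with protein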
FBW7 activator – activators of human E3 ligase FBW7; Q969H0; AlphaScreen FBW7–phospho-cyclin E peptide binding, activator screen; normalized activity (activation), % at 26.1 µM; 650,000 tested, 0.13% active; in the data active = normalized activity above about 1.9%;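 note: purified mutant Fbw7 with reduced substrate affinity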
Target sequence (Q969H0 whole entry, looked up): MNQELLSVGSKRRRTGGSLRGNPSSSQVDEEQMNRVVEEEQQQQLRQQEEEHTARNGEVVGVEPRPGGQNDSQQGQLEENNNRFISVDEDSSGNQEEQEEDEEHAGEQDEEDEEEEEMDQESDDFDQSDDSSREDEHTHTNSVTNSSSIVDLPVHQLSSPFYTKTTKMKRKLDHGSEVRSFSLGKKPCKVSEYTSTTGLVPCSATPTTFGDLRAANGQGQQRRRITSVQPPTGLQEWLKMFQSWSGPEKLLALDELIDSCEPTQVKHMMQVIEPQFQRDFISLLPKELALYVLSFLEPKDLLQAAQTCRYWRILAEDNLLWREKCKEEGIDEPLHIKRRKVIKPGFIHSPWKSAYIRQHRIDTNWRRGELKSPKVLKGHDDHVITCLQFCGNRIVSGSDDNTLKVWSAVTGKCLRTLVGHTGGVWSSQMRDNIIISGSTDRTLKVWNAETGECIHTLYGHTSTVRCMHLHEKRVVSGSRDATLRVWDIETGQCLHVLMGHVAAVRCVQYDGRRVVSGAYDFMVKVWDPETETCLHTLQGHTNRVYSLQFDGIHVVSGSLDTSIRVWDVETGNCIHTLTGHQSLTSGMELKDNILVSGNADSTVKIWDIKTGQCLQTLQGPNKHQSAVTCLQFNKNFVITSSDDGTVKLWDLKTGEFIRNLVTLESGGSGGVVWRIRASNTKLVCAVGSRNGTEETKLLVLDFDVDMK
TEAD-YAP inh – TEAD-YAP interaction inhibition; AID 1259422; 640,000 tested, 1.4% active; inhibition, % at 9.12 µM; HEK-TIYL cells, TEAD-Gal4/YAP UAS-luciferase luminescence; in the data active = inhibition above about 32%;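 note: 0% = median of test compound wells and 100% = reference inhibitor wells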
GPR151 activ – activates the human receptor GPR151. Q8TDV0. PathHunter beta-arrestin GPR151 cells, luminescence. activation, % at 11.2 µM. 650,000 tested, 1% active. AID 1508602; in the data active = activation above about 4.9%;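 note: 0% = median of compound wells and 100% = cells with positive control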
* marks the source's active call; other numbers are inactive results; & = joins results of further samples. This is a random part of the collection (roughly 3.4% active in at least one column).

SMILES	MITF inh	FBW7 activator	TEAD-YAP inh	GPR151 activ
CCCNc1cc(NCc2ccc3c(c2)OCO3)ncn1	-2	-0.2	-3	2.2
Cc1ccc(/C=C2\N=C(c3ccc([N+](=O)[O-])cc3Cl)OC2=O)cc1	3	0.0	6	0.4
CCC(=O)N1c2ccc(S(=O)(=O)NC3CCCc4ccccc43)cc2CC1C (centres undefined)	17	0.1	10	0.7
COc1ccc(CN2CCN(Cc3cccs3)C(CCO)C2)c(O)c1 (centres undefined)	-5	-0.1	-14	5.1*
O=C(Nc1cccc(O)c1)c1cc(S(=O)(=O)N2CCCCCC2)ccc1Cl	8	-0.1	-4	0.2
N#CC(C#N)=C1C=CC=CN1/C(=C\c1ccccc1)C(=O)c1ccccc1	12	0.8	-5	1.0
O=C(CCC(=O)Nc1ccccc1Cl)NNC(=O)NC1CCCCC1	24	-0.2	10	-1.4
O=C(Nc1ccc(S(=O)(=O)NC2=NCCCCC2)cc1)c1cc(F)c(F)cc1Cl	-2	0.0	-4	-1.3
CCOc1ccccc1CN1CCN(Cc2ccccc2O)CC1CCO (centres undefined)	0	-0.1	-14	-0.5
CCOc1ccccc1N1COc2ccc3c(C)cc(=O)oc3c2C1	6	-0.2	0	0.9
CCc1ccccc1NC(=O)c1c(NC(=O)c2ccco2)sc2c1CCCC2	-1	-0.1	1	-0.2
CCCCN(C)CCN1C(=O)C2C(C(=O)Nc3ccc(Oc4ccccc4)cc3)C3C=CC2(O3)C1C(=O)NC1CCCCC1 (centres undefined)	8	-0.1	4	0.8
CCCCOc1ccc(/C(C)=N/O)cc1Cl	0	0.3	1	-0.2
NC(=O)CSc1nnc(Cc2ccc([N+](=O)[O-])cc2)o1	-14	-0.1	1	2.4
Cc1ccc(-c2nc3ccccc3o2)cc1NC(=S)NC(=O)c1ccco1	-2	0.1	-59	0.0
CSCc1ccc(C(=O)Nc2ccc(C(N)=O)cc2)cc1	0	-0.1	-57	-6.7
NC(=O)c1ccccc1NC(=O)c1cccc(OCc2ccccc2)c1	-2	-0.2	-32	0.5
COc1ccc2c(c1)CC(C(=O)Nc1ccc(-c3cn[nH]c3)cc1OCCN1CCCC1)CC2 (centres undefined)	-1	-0.3	-3	0.9
Cc1cc(C)cc(NC(=O)c2sc3ccccc3c2Cl)c1	7	0.0	-11	-0.5
Cc1cc(NC(=O)c2ccc3nc(N4CCOCC4)sc3c2)ccc1Br	16	0.1	-5	0.1
CCN(CC)c1ncnc2sc(C(=O)N3CCN(c4ccc(F)cc4)CC3)c(C)c12	8	0.1	-3	-0.6
CCOC(=O)c1cccc(NC(=O)CN2CCC(n3nnc4cc(C)ccc43)CC2)c1	9	0.0	7	2.9
CC(C)COc1ccc2[nH]c3c(c2c1)CCC/C3=N\N	0	-0.1	-1	0.2
Cc1csc(SCc2cc(=O)c(OC(=O)c3cccc4ccccc34)co2)n1	-2	-0.1	0	-1.1
Cc1cc(OCc2nc(-c3ccc(NC(=O)c4ccncc4)cc3)no2)ccc1Cl	-2	0.2	3	1.0
O=C(O)c1ccc(NS(=O)(=O)c2cc(C(=O)Nc3ccccc3)ccc2Cl)cc1	-1	-0.1	5	0.6
CC(C)c1ccccc1OCCOCCN1CCN(C)CC1	5	0.2	5	0.8
COc1ccc(/C=C2\C(=O)NC(=O)N(C)C2=O)cc1	-15	0.0	6	0.2
COc1ccc(C2=NN(c3ccccc3)C(c3cn(-c4ccccc4)nc3-c3ccc(C)o3)C2)cc1 (centres undefined)	3	-0.2	-5	0.6
COc1ccc(S(=O)(=O)NCCCN(C)C)cc1	9	0.1	2	1.5
CCCC(=O)C1=C(c2cccc(OC)c2)N(C(=O)CCC)n2c(C)nnc2S1	-1	0.0	-4	4.5
COc1ccccc1NC(=O)CCN1C(=O)c2cccc3c([N+](=O)[O-])ccc(c23)C1=O	17	0.2	18	-0.7
Cc1cc(C(=O)CN2CCN(c3ccccc3Cl)CC2)c(C)n1C	-11	-0.1	2	0.8
COc1ccc2[nH]c3c(=O)n(CCCCC(=O)NCc4cccnc4)c(=S)[nH]c3c2c1	-8	-0.3	10	-0.8
Cc1ccc(=O)n(C(C(=O)c2ccc(F)cc2)C(=O)N2CCN(Cc3ccccc3)CC2)c1 (centres undefined)	-5	-0.1	0	0.6
COC(=O)C(C)OC(=O)c1ccc(C)c([N+](=O)[O-])c1 (centres undefined)	6	0.0	7	-0.3
Cc1ccccc1NC(=O)NCCN1CCc2ccccc2C1	-6	0.0	2	-0.1
COc1ccc(C)cc1NC(=O)CSC1=NCCS1	10	-0.1	0	-1.0
Cc1cc(=O)[nH]c2c1cnn2Cc1ccccc1	-11	0.3	1	0.9
OCC1CCCN(c2ncnc3sccc23)C1 (centres undefined)	-2	0.3	-9	3.3
CCc1ccc(/C(O)=C(/C(=S)NCCN2CCOCC2)[n+]2ccccc2)cc1	-4	0.1	0	3.0
O=c1[nH]c(C2=Cc3ccccc3OC2)nc2ccc(-c3cn[nH]c3)cc12	-6	-0.1	-39	0.4
Cc1ccc(-c2cccc3ccc(N4CCN(c5ncccn5)CC4)nc23)cc1	15	0.6	10	-2.4
COc1ccc(NC(=O)C(=O)NCCN2CCN(C(=O)c3ccc(OC)cc3)CC2)cc1	15	0.5	-8	1.9
O=C(Nc1ccc2oc(-c3cncc(Br)c3)nc2c1)c1ccc2c(c1)OCO2	5	-0.1	-2	-1.1
COc1ccc(C(CC(=O)Nc2ccc3c(c2)OCO3)N2Cc3ccccc3C2=O)cc1 (centres undefined)	-2	0.0	-9	-0.7
Cc1nn(Cc2ccccc2)c(Cl)c1/C=C/C(=O)O	11	0.2	0	1.4
CCCSC1=C(C#N)C(c2ccccc2Cl)C(C(=O)Nc2ccccc2C)=C(C)N1 (centres undefined)	-1	0.2	-2	-0.1
Cc1ccc(C(=O)N/C(=C\c2cccs2)C(=O)NCC2CCCO2)cc1C (centres undefined)	-4	0.0	12	0.7
Cc1ccc(NC(=O)CN2C(=O)NC(C)(c3ccccc3Br)C2=O)cc1 (centres undefined)	9	0.4	-3	-1.4
COCCn1c(SCC(=O)N2CCCC2)nc2cccnc21	-10	0.1	0	0.6
O=C1CCC(=O)N1OCCCCOc1ccccc1	6	1.7	-2	-2.3
CCOC(=O)c1sc(NC(=O)/C=C/c2c(F)cccc2Cl)nc1C	8	-0.1	5	-0.5
CN(/C=C1\CCCCC1=O)C1CC2CCC1C2 (centres undefined)	-2	0.0	0	0.0
Cc1cc(/C=C(/C#N)C(=O)NCc2ccco2)c(C)n1-c1cccnc1	-5	-0.2	-44	2.5
CCN1C/C(=C\c2ccc(OC)c(OC(F)F)c2)c2nc3ccccc3c(C(=O)O)c2C1	-4	0.1	1	-0.5
O=C(CSc1nnc(-c2ccncc2)n1CC1CCCO1)NC1CCCC1 (centres undefined)	17	0.0	1	0.6
CC1CCCN(C(=O)CCN2C(=O)C3C4C=CC(C4)C3C2=O)C1 (centres undefined)	15	0.0	7	-0.1
CC(=O)Oc1ccc2c(=O)c(C3NC(C(=O)O)Cc4c3[nH]c3ccccc43)coc2c1 (centres undefined)	3	0.0	-2	-0.3
Cc1ccc(CNC(=O)Cn2cccc2C(=O)c2ccccc2)cc1	11	0.1	-15	2.3

Continued.
SMILES	MITF inh	FBW7 activator	TEAD-YAP inh	GPR151 activ
CN(Cc1ccsc1)C(=O)CC1(c2ccccc2)CC(=O)N(Cc2ccncc2)C1=O (centres undefined)	4	-0.2	-1	0.5
COC(=O)c1c(C)oc2ccc(NS(=O)(=O)c3ccccc3)cc12	-7	0.0	19	0.6
COc1ccc(CCNC(=O)c2ccnc(-c3cccc(N)c3)c2)cc1	-2	0.0	1	0.8
CCOc1ccc(S(=O)(=O)NCc2ccccc2)c2ccccc12	-4	0.1	5	-1.2
O=C1N/C(=C\c2ccc(Br)cc2)C(=O)N1Cc1ccc(Cl)cc1	7	0.0	5	-0.9
O=C1N[C@@H](COCc2ccccc2)C(=O)N2C[C@@H](NCc3ccc(Cl)cc3)C[C@@H]12	-9	-0.2	8	-0.1
CCOc1ccc(NC(=O)c2ccc(NC(=O)CCNC(C)=O)cc2)cc1	8	0.1	0	0.7
COc1ccc(CCNc2nc(Nc3nccc4ccccc34)nc3c2ncn3-c2ccsc2)cc1	6	0.2	15	0.9
Cc1ccccc1NC(=O)C(C(C)C)N1Cc2ccccc2C1=O (centres undefined)	-6	0.0	-2	0.6
COc1cc(/C=N\NC(=O)CN2CCN(C)CC2)cc(OC)c1	56*	0.1	7	0.5
Cc1cccc(C(=O)N2CCN(c3ccc([N+](=O)[O-])c(-n4nc(C)cc4C)c3)CC2)c1	2	-0.1	18	-0.3
CC(C)(C)c1ccc(OCC(=O)Nc2ncccn2)c(Br)c1	9	0.0	-66	2.4
CC12c3ccccc3C(c3ccccc31)C1C(=O)N(NC(=O)c3cccnc3)C(=O)C12 (centres undefined)	-10	-0.2	11	0.1
COc1ccc(C2C3=C(Nc4ncnn42)c2ccccc2OC3c2ccccc2OC)cc1 (centres undefined)	14	-0.1	1	1.7
COC(=O)c1sccc1S(=O)(=O)Nc1ccc(Oc2ccc3ccccc3c2Cl)c(Cl)c1	14	0.9	-4	-1.3
CCCC(=O)Nc1ccc(NC(=O)c2ccccc2)cc1	27	0.3	-29	-2.0
CCC(C)NC(=O)c1cc(-c2ccc(OC)cc2)on1 (centres undefined)	4	0.0	-33	0.6
CC1(C)CC(=O)C=C(OC(=O)c2c3c(n4ccccc24)C(=O)c2ccccc2C3=O)C1	1	-0.2	7	-0.4
CC(CCn1cccn1)NC(=O)c1cc(COc2ccc3ncccc3c2)on1 (centres undefined)	10	0.0	16	0.9
O=C1C(=O)N(c2ccccn2)C(c2cccc(Cl)c2)/C1=C(\O)c1ccc(Cl)cc1 (centres undefined)	-8	-0.3	-20	-1.0
CC(C)CC(O)c1ccc2c(c1)CN(CC1CC1)CCO2 (centres undefined)	5	-0.1	1	2.3
Cc1cc(NC(=O)CCN2C(=O)C3C4C=CC(C4)C3C2=O)n[nH]1 (centres undefined)	17	0.1	6	-0.9
Cc1nc2sccn2c(=O)c1C(=O)Nc1ccccc1Cl	8	0.2	-11	-0.9
O=C(O)c1ccccc1CN1C(=O)c2ccccc2S1(=O)=O	-4	-0.2	-3	1.5
O=C(CN1Cc2ccccc2OC(c2ccccc2F)C1)NC1CCC(O)CC1 (centres undefined)	-5	0.2	-5	-1.1
CC1=C(C(=O)Oc2ccccc2)C2(C)C3C(=O)N(c4ccc(C)cc4)C(=O)C3C1C1C(=O)N(c3ccc(C)cc3)C(=O)C12 (centres undefined)	-5	0.0	8	-2.4
CCCCN(CC)S(=O)(=O)c1ccc(F)c(C(=O)Nc2c(F)cc(F)cc2Br)c1	-7	0.0	-3	-1.6
CC12C=CC(CO)(O1)C1C(=O)N(c3cccc([N+](=O)[O-])c3)C(=O)C12 (centres undefined)	2	0.1	-6	0.3
CC(C)OCCCNS(=O)(=O)c1ccc2c(c1)OCC(=O)N2	-8	0.0	2	-0.6
CN(C)/C=N/c1nnc(SCC(=O)Nc2ccccc2[N+](=O)[O-])s1	-1	0.0	-1	0.0
NC1(C(=O)O)CCc2cc(C(=O)O)ccc21 (centres undefined)	10	0.0	-3	-0.4
Cc1c(NC(=O)c2ccc(Br)o2)cccc1C(=O)O	2	0.0	-28	-7.3
Cc1occc1C(=O)NC(C)c1ccc2c(c1)OCO2 (centres undefined)	0	-0.1	2	-0.2
Clc1ccc2c(c1)C(N1CCNCC1)=Nc1ccccc1O2	10&-13&13&0	-0.1&0.1&-0.1&0.0	-2&5	0.8&-1.4&0.4&-0.5
COc1ccc(S(=O)(=O)CCc2nc3ccccc3n2CC(=O)O)cc1	-6	-0.2	0	-0.3
O=c1/c(=C\c2ccc3c(c2)OCO3)sc2nc3ccccc3n12	6	0.1	38*	-0.4
